SR-BI uptake up: activators of SR-BI mediated HDL lipid uptake | 320,000 compounds, 0.096% hits | activation, % at 12.5 µM | AID 504775 | CHO ldlA[mSR-BI] cells, DiI-HDL uptake fluorescence, 3 h; 100 = double the neutral-control signal;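 active means mean replicate activation of at least 60% and every replicate at or above 60%; inconclusive means mean or all-replicate condition met, but not both; inactive means mean below 60% and not all replicates reaching 60%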;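 further: 0% = median plate neutral-control signal and 100% = twice that signal; values of inactives mirror those of a sister screen read the other way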
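Test system: SR-BI-overexpressing, LDLR-lacking CHO cells. Measured by: DiI fluorescence, bottom read. Medium: Ham's F12 with 0.5% BSA, HEPES 25 mM, pH 7.4. Timing: 3 h uptake period with compound, 37 °C.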
SR-BI HDL uptake: blocks mouse SR-BI lipid uptake from DiI-HDL; Q61009; ldlA[mSR-BI] CHO cells, DiI-HDL uptake fluorescence, 3 h; inhibition, % at 12.5 µM; 320,000 compounds, 0.96% hits; AID 488896;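 active means mean replicate inhibition of at least 70% and a set share of replicates each scoring 70 or more; inconclusive means meets just one of the two criteria; inactive means fails both criteria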;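 further: 0% = median of neutral control wells and 100% = median of positive control wells; values of inactives mirror those of a sister screen read the other way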
Target sequence (Q61009 whole entry, looked up): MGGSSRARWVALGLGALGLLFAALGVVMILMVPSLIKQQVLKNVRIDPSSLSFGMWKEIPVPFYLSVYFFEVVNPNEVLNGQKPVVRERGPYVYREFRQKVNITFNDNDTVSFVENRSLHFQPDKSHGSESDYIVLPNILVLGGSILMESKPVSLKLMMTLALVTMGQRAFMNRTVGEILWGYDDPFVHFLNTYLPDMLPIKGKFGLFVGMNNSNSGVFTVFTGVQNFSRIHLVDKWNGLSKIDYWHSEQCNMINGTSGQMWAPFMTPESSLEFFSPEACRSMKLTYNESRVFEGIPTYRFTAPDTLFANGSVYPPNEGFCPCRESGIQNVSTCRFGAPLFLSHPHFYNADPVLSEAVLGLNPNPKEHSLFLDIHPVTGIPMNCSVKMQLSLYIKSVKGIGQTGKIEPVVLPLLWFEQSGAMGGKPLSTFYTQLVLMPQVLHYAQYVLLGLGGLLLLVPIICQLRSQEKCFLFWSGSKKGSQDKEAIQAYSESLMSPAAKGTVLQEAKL
HTR5A ag ctr: HTR5A agonism, opioid heterodimer counter-screen; P47898; HTR5A agonist assay, luminescence, cell-based; activation, % at 9.3 µM; AID 504692; 340,000 compounds, 0.61% hits; in the data active means activation mostly above about 9.5%, no sharp cut-off; inactive means mostly below about 7.6%;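 further: 0% = cells with vehicle only and 100% = reference agonist; strong numbers were not always called active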
Target sequence (P47898 whole entry, looked up): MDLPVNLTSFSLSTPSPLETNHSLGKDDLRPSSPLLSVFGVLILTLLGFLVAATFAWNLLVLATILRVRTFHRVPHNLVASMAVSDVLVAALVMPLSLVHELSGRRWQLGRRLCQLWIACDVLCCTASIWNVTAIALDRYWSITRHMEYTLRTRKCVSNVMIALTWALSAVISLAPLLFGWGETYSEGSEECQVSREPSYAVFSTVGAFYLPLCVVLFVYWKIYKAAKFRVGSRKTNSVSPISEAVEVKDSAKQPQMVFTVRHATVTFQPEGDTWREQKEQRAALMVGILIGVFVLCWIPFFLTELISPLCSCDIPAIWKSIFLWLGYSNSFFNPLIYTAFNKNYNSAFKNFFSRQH
Wnt act: activates Wnt/beta-catenin signaling in a reporter cell assay; activation, % at 9.35 µM; activator, plate reader; 300,000 compounds, 1.2% hits; in the data active means activation above about 30%, passing the limit was not always enough; inconclusive means no clear call, values can overlap the other calls;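 further: 0% = neutral control wells and 100% = positive control wells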
dFosB act: activators of mouse delta FosB homodimer; P13346; purified delta FosB, TAMRA-CDK5 oligo fluorescence polarization; percent of positive-control signal above neutral wells; activation, % at 25 µM; 340,000 compounds, 0.99% hits; AID 493131;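 active means mean activation above about 17%, with every replicate also reaching it, limit read from the data, passing the limit was not always enough; inconclusive means only one of the two conditions met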;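 further: fluorescence polarization rise as delta FosB binds a TAMRA Cdk5 AP-1 oligo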
CDK5 inh: inhibitors of human CDK5/p35 kinase | Recombinant CDK5/p35, ADP-Glo luminescence, 60 min | inhibition, % at 10 µM | 330,000 compounds, 0.01% hits | AID 488839;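 active means highest replicate inhibition of at least 50% and at least 75% of replicates reaching 50%; inconclusive means only one of the two criteria met; inactive means both criteria failed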;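 further: plate controls were DMSO neutral control for no effect and GW8510 at 10 µM for full effect; many of its hits are not listed in these tables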
Rtt109 Vps75: inhibitors of Candida albicans Rtt109/Vps75 histone acetyltransferase | Q5AAJ8 | purified Rtt109/Vps75, ThioGlo CoA-SH fluorescence, 4 h | inhibition, % at 34.9 µM | 330,000 compounds, 0.16% hits;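 active means inhibition of at least 50% in every replicate; inconclusive means best replicate reaches 50% inhibition but some replicates fall short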
PvdQ inh: blocks Pseudomonas aeruginosa PvdQ acylase activity; AID 488965; 340,000 compounds, 0.063% hits; inhibition, % at 10 µM; purified PvdQ acylase, fluorescence plate reader; in the data active means inhibition above about 30%, passing the limit was not always enough; inconclusive means no clear call, values can overlap the other calls;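 further: 0% = vehicle neutral wells and 100% = reference inhibitor wells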
MITF act: increases MITF-driven TRPM1 promoter luciferase signal; activation, % at 12.5 µM; 300,000 compounds, 0.75% hits; AID 588334; SK-MEL-5 TRPM1-promoter luciferase, 24 h; % of positive control, neutral wells = 0;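 active means mean activation of at least 80% with every replicate also reaching 80%; inconclusive means mean reaches 80% but some replicate falls short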;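 further: 0% = neutral control wells and 100% = parthenolide positive control wells; values of inactives mirror those of a sister screen read the other way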
RTF Ca sens act: cardiac RTF calcium sensitization; 340,000 compounds, 0.24% hits; IANBD-labeled TnC RTF fluorescence at EC20 calcium; 0% EC20 calcium, 100% full calcium; activation, % at 7.2 µM; AID 493008;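 active means activation above the mean over all tested compounds plus 3 SD, cut at about 30% in these data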;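 further: rise in fluorescence read as greater calcium sensitivity of cardiac thin filaments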
* = called active by the depositor; ? = inconclusive; . = no result given. Random draw from the library. About 4.4% of those tested had a hit in this group.

SMILES | SR-BI uptake up | SR-BI HDL uptake | HTR5A ag ctr | Wnt act | dFosB act | CDK5 inh | Rtt109 Vps75 | PvdQ inh | MITF act | RTF Ca sens act
Cc1ccc(CNC(=O)CNC(=O)[C@@H]2Cc3ccccc3CN2C(=O)OC(C)(C)C)cc1 | 6 | -6 | -1 | -2 | -12 | 2.4 | 0 | -14 | 6 | 5
Cc1ccc(NC(=O)CCC(=O)NNC(=S)Nc2ccccc2)c(C)c1 | . | . | -7 | 0 | -17 | -0.4 | -3 | -6 | 11 | 0
COP(=O)(OC)c1nc(-c2cccc3ccccc23)oc1NCCc1ccccc1 | -41 | 41 | 4 | -3 | 2 | 1.2 | -30 | -19 | -5 | 1
CC(C)[C@H](NC(=O)c1ccc([N+](=O)[O-])cc1Cl)C(=O)N1CCN(C/C=C/c2ccccc2)CC1 | -21 | 21 | -1 | -1 | -19 | -0.9 | 0 | -8 | -4 | -1
CN(c1ccc(C(=O)N/N=C/c2cccc([N+](=O)[O-])c2)cc1)S(=O)(=O)c1ccccc1 | . | . | 4 | -4 | 7 | 1.0 | -5 | 1 | 16 | 1
COc1ccc(OCC(=O)NNC(=O)C(=O)Nc2ccccc2)cc1 | -17 | 17 | -4 | 8 | 1 | -0.9 | -2 | 5 | 17 | 1
O=C1N[C@H](Cc2ccccc2)COC(=O)[C@H](Cc2ccc(F)cc2)C/C=C\C[C@@H]1CC(=O)N(CCO)Cc1ccccc1 | 27 | -27 | -4 | -6 | 1 | 1.2 | 5 | -9 | -11 | -4
O=S1(=O)N=C(N2CCOCC2)c2ccccc21 | 0 | 0 | 7 | . | -7 | -0.4 | -32 | 2 | 2 | -3
COc1ccc(Oc2cc(C(F)(F)F)cnc2C(N)=O)cc1 | 12 | -12 | 5 | . | -5 | -1.1 | 5 | 0 | -12 | -4
CN(C)c1ccc(C2OC(=O)C(C)(C)C(=O)C2(C)C)cc1 (stereo not given) | -5 | 5 | -3 | . | -8 | 0.4 | 10 | 19 | -6 | 6
Cc1cccc(S(=O)(=O)c2c(N)n(/N=C/c3ccco3)c3nc4ccccc4nc23)c1 | 0 | 0 | 0 | . | -11 | -1.0 | -4 | -9 | -5 | 0
CCOC(=O)c1cnn(C)c1NC(=O)c1ccc([N+](=O)[O-])cc1 | . | . | 2 | -1 | 2 | 0.3 | -12 | -6 | -2 | 3
Brc1ccc(-c2noc(-c3ccccn3)n2)o1 | 2 | -2 | -2 | 29 | -10 | 3.2 | -4 | -20 | 24 | 19
CCc1ccc(-c2nc(NC(=S)NC(=O)c3cccs3)sc2C)cc1 | 8 | -8 | 0 | 0 | 1 | 1.3 | -9 | 3 | 4 | 0
Cc1noc(C)c1COc1ccc(C(=O)Nc2ncccc2O)cc1 | -34 | 34 | 4 | 12 | -2 | -2.2 | -2 | -4 | 1 | -4
C/C(Cl)=C/Cc1c(C)[nH]c2ccc(C)cc2c1=O | -16 | 16 | -1 | 11 | -4 | -2.0 | 8 | -6 | . | -2
CCc1cccc2c(-c3csc(=NC)n3C)c[nH]c12 | -9 | 9 | . | 0 | -3 | -1.6 | 6 | 0 | -12 | .
O=C(COC(=O)c1cc(Br)c(Br)s1)NCCC1=CCCCC1 | 11 | -11 | 0 | 2 | 1 | 0.7 | -8 | -5 | -4 | 3
Cn1c(CSc2ncccn2)nnc1SCC(=O)N1CCCc2ccccc21 | 11 | -11 | 6 | . | 1 | -4.1 | -3 | -15 | -1 | 6
CCOc1ccc(-c2csc(/C(C#N)=C\c3ccc(O)c([N+](=O)[O-])c3)n2)cc1 | -33 | 33 | -3 | 1 | 1 | -0.1 | 3 | -7 | -11 | -24
O=C(O)c1ccc(-n2ccnc2)c([N+](=O)[O-])c1 | 49 | -49 | 0 | -2 | -2 | -0.7 | 6 | 0 | 4 | 6
COc1ccc(OCC(=O)Nc2ccc(S(=O)(=O)N3CCCC3)cc2)cc1 | -19 | 19 | 2 | 1 | -6 | -0.5 | 3 | 5 | 6 | -5
O=C(NNC(=O)c1ccccc1O)c1ccc(Cl)cc1 | -88 | 88* | 0 | 20 | 13 | 2.5 | -10 | 7 | . | 1
Cc1cc(C)cc(NC(=O)CCCSc2nc3ccccc3[nH]2)c1 | -17 | 17 | 1 | . | -4 | 1.5 | 7 | -10 | 4 | 5
COc1ccc(CNC(=O)CSc2nnc(C3CC3)n2C2CC2)cc1 | 24 | -24 | 4 | -2 | -6 | 1.1 | -8 | -11 | . | -1
NC(=S)Nn1c(CCC(=O)O)ccc1-c1ccccc1 | 28 | -28 | 0 | -1 | -10 | -2.1 | -1 | 5 | -2 | 4
CCOc1nc(N=C(N)N)nc2c(C)cccc12 | -9 | 9 | 0 | -1 | 1 | -7.1 | 3 | -8 | -29 | 0
CC(C)(C)NC(=O)CSc1nsc(SCC(=O)NC(C)(C)C)c1C#N | -14 | 14 | 8 | -4 | -9 | -1.1 | -11 | 16 | -4 | 4
Cn1cccc1/C=N/NC(=O)c1cccc(OC(F)(F)C(F)F)c1 | -43 | 43 | -3 | -2 | -2 | 0.4 | 2 | 3 | 37 | 1
O=C(NCc1ccco1)/C(=C\c1cccc([N+](=O)[O-])c1)NC(=O)c1ccco1 | 6 | -6 | 1 | -1 | -2 | -0.1 | 0 | -16 | 7 | 4
CCN(C(=O)CN1C(=O)/C(=C/c2ccccc2F)SC1=S)C1CCS(=O)(=O)C1 (stereo not given) | -7 | 7 | -1 | -3 | -11 | 2.2 | 0 | -11 | -13 | -2
CCC(=NCc1ccc(Cl)c(Cl)c1)c1nc(-c2ccco2)oc1O | 26 | -26 | 4 | 17 | -7 | -2.2 | -1 | -4 | 25 | 0
Clc1ccc(-c2noc(CN3CCN(c4ccccc4)CC3)n2)cc1 | 11 | -11 | 1 | . | -1 | -1.8 | -5 | -6 | 0 | -4
Cc1nnc(NC(=O)CCn2c(=O)oc3ccccc32)s1 | . | . | 6 | -7 | 2 | -1.4 | -18 | -18 | 1 | 2
CCCn1nc2cc(C(=O)NCCc3cccs3)ccc2c1OCC | -24 | 24 | -1 | 19 | -4 | 1.1 | -10 | -16 | 71 | -2
COC(/C=C/Nc1ccc(C)c(C)c1)=C(C#N)C#N | 2 | -2 | 3 | -4 | -2 | 0.9 | -5 | -1 | -8 | 0
Cc1cc(=O)oc2cc(OCC(=O)NCC3CCCO3)ccc12 (stereo not given) | 34 | -34 | 2 | -1 | -7 | -1.0 | -5 | -6 | -7 | 2
CCOC(=O)CSc1n[nH]c(=S)s1 | -15 | 15 | -3 | -1 | -2 | 5.4 | -5 | 21 | . | -6
Cc1cc(N2CCN(S(=O)(=O)c3ccc(Cl)cc3)CC2)c2ccccc2n1 | -3 | 3 | -5 | . | 0 | 0.6 | -10 | 1 | -21 | 0
COc1ccc(NC2CCCN(C(=O)c3ccc(C)c(N4CCNC4=O)c3)C2)cc1 (stereo not given) | 32 | -32 | 2 | -1 | -4 | -0.8 | 11 | -11 | 2 | -6
CS(=O)(=O)N(CC(=O)NCCSCc1c(F)cccc1Cl)c1ccc2c(c1)OCO2 | . | 14 | -4 | . | -9 | 1.2 | 9 | -23 | -6 | 10
Cc1nc2ccccc2n1C(=O)N1CCOCC1 | 20 | -20 | 3 | . | 11 | -1.2 | 3 | -6 | . | -2
O=C(CNc1ccccc1N1CCCC1=O)Nc1cc(Cl)ccc1-n1cncn1 | 12 | -12 | 1 | 0 | -4 | 0.1 | -6 | -24 | 8 | 7
COc1ccc(-n2ncc3c(=O)n(CC(=O)N4c5ccccc5CC4C)cnc32)cc1 (stereo not given) | -17 | 17 | 3 | 2 | -12 | 0.3 | 5 | 8 | 2 | -1
O=C(CCNS(=O)(=O)c1ccc(OC(F)(F)F)cc1)NC1CC1 | 1 | -1 | -3 | 0 | 12 | 0.3 | -1 | 4 | -9 | -3

Ordered by length of the SMILES (falling): 3 of the compounds above.
SMILES | SR-BI uptake up | SR-BI HDL uptake | HTR5A ag ctr | Wnt act | dFosB act | CDK5 inh | Rtt109 Vps75 | PvdQ inh | MITF act | RTF Ca sens act
CCN(C(=O)CN1C(=O)/C(=C/c2ccccc2F)SC1=S)C1CCS(=O)(=O)C1 (stereo not given) | -7 | 7 | -1 | -3 | -11 | 2.2 | 0 | -11 | -13 | -2
O=C(CCNS(=O)(=O)c1ccc(OC(F)(F)F)cc1)NC1CC1 | 1 | -1 | -3 | 0 | 12 | 0.3 | -1 | 4 | -9 | -3
CCOC(=O)CSc1n[nH]c(=S)s1 | -15 | 15 | -3 | -1 | -2 | 5.4 | -5 | 21 | . | -6

The listing continues.
SMILES | SR-BI uptake up | SR-BI HDL uptake | HTR5A ag ctr | Wnt act | dFosB act | CDK5 inh | Rtt109 Vps75 | PvdQ inh | MITF act | RTF Ca sens act
CC1CN(N=Cc2ccc([N+](=O)[O-])o2)C(=N)O1 (stereo not given) | 13 | -13 | 8.2* | 2 | -1 | 0.4 | 7 | -18 | -51 | -1
CCc1ccc(-c2cc(C)no2)cc1S(=O)(=O)Nc1cccc(CN2CCCC2)c1 | 21 | -21 | -1 | 1 | -11 | -0.5 | 2 | -7 | 3 | 6
CN1CCC=C(C(=O)N2c3ccccc3Sc3ccc(Cl)cc32)C1 | -9 | 9 | -6 | 0 | -6 | 0.2 | 11 | 1 | -1 | 0
Cc1cccc(-c2c(NC(=O)c3ccco3)oc3ccc(Cl)cc3c2=O)c1 | 6 | -6 | 10 | 0 | -7 | -1.1 | 7 | 8 | 6 | 0
O=C(Cn1c(=O)n(-c2cccc(Cl)c2)c(=O)n1CC(=O)N1CCCCC1)N1CCCCC1 | . | . | -3 | -1 | -9 | 2.0 | -2 | -6 | -7 | -1
CCOc1ccc2oc(C(=O)NCC(c3ccco3)N(C)C)c(C)c2c1 (stereo not given) | 4 | -4 | 5 | 10 | -13 | -3.7 | 7 | -7 | 4 | 2
CCN(C(=O)CSc1nnc(-c2ccccc2Br)o1)C1CCS(=O)(=O)C1 (stereo not given) | -17 | 17 | 3 | -2 | -7 | -1.6 | -8 | 3 | 5 | 7
O=C(Cc1cccc(C(F)(F)F)c1)N1CCCC1 | . | . | -5 | 0 | -10 | -3.9 | -11 | -14 | 6 | 1
COc1ccc(N(C(=O)CNC(=O)c2ccco2)C(C(=O)NC2CCCC2)c2ccco2)cc1 (stereo not given) | 12 | -12 | 5 | 0 | -9 | -0.2 | 0 | -10 | -5 | -8
Nc1nnn(CC(=O)N/N=C/c2ccccc2Cl)n1 | -6 | 6 | . | -1 | -6 | -0.9 | 1 | -3 | . | .
COc1ccccc1-n1cnnc1SCC(=O)NC1CCCC1 | 7 | -7 | 1 | -2 | -5 | 0.6 | ? | 12 | 0 | -10
CCCCn1c(NCc2ccncc2)nc2ccccc21 | 21 | -21 | -1 | -1 | 1 | -0.9 | -6 | -2 | -11 | 0
